Screening data (PubChem)
ERG-DNA inh = qHTS for Small Molecule Inhibitors of the ERG Ets/DNA interaction | Potency, µM (top dose mostly 76.9 µM), for inactives: at the top dose FP activity, negative = inhibition, most hits filed as inhibitors | 0.028% of 370,000 active | fluorescence polarization, His-ERG Ets domain / labelled DNA | AID 624246, 2012; active = well fitted inhibition curve with a large enough effect in the polarisation, with a control signal flat; inconclusive = small, poorly fitted or top-dose-only effect, or effect the other way, or a change in a side signal; inactive = no such curve, though single readings can be large or run the other way; the % refers to the polarisation;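 also: polarization taken with two DNA probes labelled with fluorescein and Texas red; potency is read from the fitted curve at half-maximal effect; % of control where 0% means no effect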
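His-tagged ERG Ets domain (1 uM in the protein solution; 300mM KCl, 50mM Tris-HCl, 1mM EDTA, 1mM DTT, pH 7.5) received compound, then a probe mix of 5 nM fluorescein-DNA and 100nM Texas-615-DNA. Fluorescence polarization was read for both dyes.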
12-LOX inh = Primary qHTS assay for inhibitors of human arachidonate 12S-lipoxygenase (ALOX12): Round 2. Polyunsaturated fatty acid lipoxygenase ALOX12 (Homo sapiens), P18054. purified 12hLO, xylenol orange hydroperoxide absorbance. Potency, µM (series often up to 108 µM), for inactives: at the highest dose activity change, negative = inhibition, hits mostly inhibitors. 1.1% of 580,000 active. AID 1671190, 2021; also: potency is read from the fitted curve at half-maximal effect; % is scaled to controls: 0 for no effect and ±100 for the full control effect
Target sequence (P18054 whole entry, looked up): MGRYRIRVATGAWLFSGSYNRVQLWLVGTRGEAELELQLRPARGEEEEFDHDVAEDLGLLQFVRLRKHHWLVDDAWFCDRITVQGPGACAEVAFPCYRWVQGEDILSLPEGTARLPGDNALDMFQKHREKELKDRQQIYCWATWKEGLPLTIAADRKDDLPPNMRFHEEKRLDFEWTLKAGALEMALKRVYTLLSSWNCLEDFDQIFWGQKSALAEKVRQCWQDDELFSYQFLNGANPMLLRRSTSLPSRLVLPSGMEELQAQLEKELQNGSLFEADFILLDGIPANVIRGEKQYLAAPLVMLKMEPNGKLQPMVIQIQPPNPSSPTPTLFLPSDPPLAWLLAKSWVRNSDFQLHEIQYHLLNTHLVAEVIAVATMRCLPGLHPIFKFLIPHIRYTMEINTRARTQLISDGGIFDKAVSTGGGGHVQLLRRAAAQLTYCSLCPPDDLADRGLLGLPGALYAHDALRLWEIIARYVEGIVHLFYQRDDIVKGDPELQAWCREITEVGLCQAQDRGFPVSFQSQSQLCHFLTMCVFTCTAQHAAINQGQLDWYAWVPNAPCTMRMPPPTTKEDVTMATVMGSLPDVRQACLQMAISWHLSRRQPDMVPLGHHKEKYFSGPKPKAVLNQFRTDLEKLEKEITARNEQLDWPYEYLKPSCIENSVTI
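Hydroperoxide product was detected by ferrous iron/xylenol orange as the 573 to 405 nm absorbance ratio. Arachidonic acid at 40 uM (final) was turned over for 30 min at room temperature by 150 nM human 12hLO, pH 7.0 Hepes buffer, after 15 min compound preincubation.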
BAZ2B block = qHTS Assay for Inhibitors of BAZ2B; 4.4% of 360,000 active; AlphaScreen BAZ2B-H3K14Ac peptide displacement; Bromodomain adjacent to zinc finger domain protein 2B (Homo sapiens), Q9UIF8; Potency, µM (highest dose often 114 µM), without a hit: at the top dose activity change, negative = inhibition, most hits filed as inhibitors; also: potency is read from the fitted curve at half-maximal effect; % is scaled to controls: 0 for no effect and ±100 for the full control effect; nearly all actives have a fitted effect of over 60% in size
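AlphaScreen luminescence quantifies BAZ2B engagement of H3K14Ac peptide; the protein and biotinylated peptide are both at 50 nM final, buffer PBS pH 7.4 with 0.01% Tween-20, all steps at room temperature.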
JMJD2A Tudor inh = qHTS Assay for Inhibitors of JMJD2A-Tudor Domain. Lysine-specific demethylase 4A (Homo sapiens), O75164. AlphaScreen JMJD2A-Tudor / H3K4me3 peptide binding. Potency, µM (highest dose often 114 µM), inactives show top-dose activity change, negative = inhibition, most hits filed as inhibitors. 4.4% of 390,000 active; also: potency is read from the fitted curve at half-maximal effect; % is scaled to controls: 0 for no effect and ±100 for the full control effect; nearly all actives have a fitted effect of over 50% in size
GLS inh = qHTS for Inhibitors of Glutaminase (GLS); Potency, µM (top dose mostly 45.5 µM), for the others: at the top dose activity change, negative = inhibition, actives largely listed as inhibitors; 0.21% of 410,000 active; GLS enzymatic activity, qHTS titration; Glutaminase kidney isoform, mitochondrial (Homo sapiens), O94925; also: potency is read from the fitted curve at half-maximal effect; % is scaled to controls: 0 for no effect and ±100 for the full control effect
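Coupled fluorescence readout: glutamate oxidase/HRP/Amplex Red detect glutamate formed by hKGA from L-glutamine (1 mM solution added). Buffer 45 mM KH2PO4 pH 8.2, 0.02% Tween-20; reads at t0 and 30 min RT.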
HP1b binding inh = HTS for Inhibitors of HP1-beta Chromodomain Interactions with Methylated Histone Tails; Chromobox protein homolog 1 (Homo sapiens), P83916; 0.56% of 390,000 active; AlphaScreen HP1-beta / biotin-H3K9me3 peptide binding; Potency, µM (series often up to 114 µM), inactives show at the top dose activity change, negative = inhibition, actives largely listed as inhibitors; also: potency is read from the fitted curve at half-maximal effect; nearly all actives have a fitted effect of over 70% in size; inactives centre near 23
Target sequence (P83916 whole entry, looked up): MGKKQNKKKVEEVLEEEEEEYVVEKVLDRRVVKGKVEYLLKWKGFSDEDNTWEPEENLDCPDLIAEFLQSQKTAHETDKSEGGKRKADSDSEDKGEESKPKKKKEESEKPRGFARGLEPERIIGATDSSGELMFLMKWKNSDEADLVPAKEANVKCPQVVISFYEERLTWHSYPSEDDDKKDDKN
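AlphaScreen: HP1-beta (50 nM) preformed 30 min with biotin-H3(1-18)K9me3 peptide (50 nM) in PBS pH 7.4, 0.01% Tween-20. Compound added for 30 min at RT, then streptavidin donor/nickel chelate acceptor beads (10 ug/mL) for 30 min.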
PI4K2A block = qHTS for small molecular inhibitors of PI4K2A; purified PI4K2A, ADP-Glo luminescence, 1 h; hits give low values; activity change, negative = inhibition, % at 76.9 µM; 0.13% of 420,000 active; Phosphatidylinositol 4-kinase type 2-alpha (Homo sapiens), Q9BTU6; AID 1346378, 2018; in the data active = activity change below about -50%; inconclusive = mostly about -30% to -49%;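 also: -100% = wells without enzyme as full effect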
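Compounds are screened against recombinant PI4K2A using PI as substrate and ATP, the latter dispensed at 300 microM. Reactions run one hour at ambient temperature before ADP-Glo detection; full inhibition defined by wells lacking enzyme.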
G9a inh = qHTS Assay for Inhibitors of Histone Lysine Methyltransferase G9a; Histone-lysine N-methyltransferase EHMT2 (Homo sapiens), Q96KQ7; G9a H3K9 monomethylation, AlphaScreen, 2 h; Potency, µM (titrated, usually from 102 µM), inactives show at the highest dose activity, negative = inhibition, hits mostly inhibitors; 8.8% of 350,000 active; AID 504332, 2011; also: potency is read from the fitted curve at half-maximal effect; % is scaled to controls: 0 for no effect and ±100 for the full control effect; nearly all actives have a fitted effect of over 75% in size
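AlphaScreen read-out: biotin-H3K9 peptide (500 nM) methylation by 20 nM enzyme with 20 uM SAM, 2 h at room temperature after 15 min compound preincubation; anti-monomethyl H3K9 antibody plus donor/acceptor beads, 10 min dark.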
RGS4 inh = Inhibitors of Regulator of G Protein Signaling (RGS) 4: qHTS | 0.039% of 390,000 active | Transcreener GDP fluorescence polarization, RGS4-accelerated GTP hydrolysis | Regulator of G-protein signaling 4 (Homo sapiens), P49798 | Potency, µM (titrated, usually from 114 µM), inactives show at the highest dose activity change, negative = inhibition, actives largely listed as inhibitors; also: potency is read from the fitted curve at half-maximal effect; % is scaled to controls: 0 for no effect and ±100 for the full control effect; nearly all actives have a fitted effect of over 75% in size; some results filed as inactive show a strong effect at the top dose
Target sequence (P49798 whole entry, looked up): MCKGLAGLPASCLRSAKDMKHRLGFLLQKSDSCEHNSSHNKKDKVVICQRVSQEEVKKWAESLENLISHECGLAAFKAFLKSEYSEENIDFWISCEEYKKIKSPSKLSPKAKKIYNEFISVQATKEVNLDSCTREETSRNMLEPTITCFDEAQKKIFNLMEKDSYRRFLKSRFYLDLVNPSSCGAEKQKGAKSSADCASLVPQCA
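MLSMR compounds (23 nl, pin-transferred) preincubated 10 min at room temperature with a 500nM (2x) first reagent, then RGS4 at 900nM (2x) plus Transcreener GDP mix added; fluorescence polarization (620/688 nm) read before and after 90 min at 30 °C.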
The depositor's hits bear a star; ? = inconclusive; nt = not tested or not shown; [ ] = dose if it differs, or a comment. Unless noted, calls follow the shape of the dose curve; as a rule, active = well fitted curve in the direction sought with a large enough effect; inconclusive = small, poorly fitted or top-dose-only effect, or another doubt; inactive = no such curve, though single readings can be large; an effect the other way counts as inactive or inconclusive.

The first 2 compounds, ahead of the listing:
SMILES	ERG-DNA inh	12-LOX inh	BAZ2B block	JMJD2A Tudor inh	GLS inh	HP1b binding inh	PI4K2A block	G9a inh	RGS4 inh
Fc1ccc(-c2csc3[n+]2CCS3)cc1	0%	-8%	5%	-17%	10%	34%	-1	-4%[59 µM]	16%
Cc1cc(C(=O)NCC(=O)Nc2ccc(F)c(F)c2)c(C)o1	-3%	?	nt	-14%	8%	7%	4	nt	-15%

The listing, previewed entries included:
SMILES	ERG-DNA inh	12-LOX inh	BAZ2B block	JMJD2A Tudor inh	GLS inh	HP1b binding inh	PI4K2A block	G9a inh	RGS4 inh
Fc1ccc(-c2csc3[n+]2CCS3)cc1	0%	-8%	5%	-17%	10%	34%	-1	-4%[59 µM]	16%
Cc1cc(C(=O)NCC(=O)Nc2ccc(F)c(F)c2)c(C)o1	-3%	?	nt	-14%	8%	7%	4	nt	-15%
CCCn1c(-c2ccc(S(=O)(=O)N3CCOCC3)cc2)csc1=Nc1ccc(OCC)cc1	0%	?	?	?	0%	?	-10	13µM*	-27%
O=C(CSc1ccc2nnc(-c3ccncc3)n2n1)Nc1ccc2c(c1)OCO2	-3%	-14%	-2%	-30%	5%	45%[activator]	0	32µM*	3%
CN(CC(=O)Nc1ccccc1Br)C(=O)c1n[nH]c2ccccc12	-3%	3%	18%	-11%	9%	1%	-3	-7%	14%
CC(=O)C1(C)OC(N)=C(C#N)C(c2ccccc2)C1(C#N)C#N (stereo unspecified)	9%	0%	-21%	-30%	-4%	16%	9	?	-35%
CCCc1cc(N2CCN(c3ccccc3)CC2)n2cnnc2n1	1%	7%	-5%	7%	57%[activator]	42%[activator]	2	?	-2%
Cc1ccc(S(=O)(=O)NCCC2=CCCCC2)cc1C(N)=O	-22%	-3%	-15%	-8%	2%	29%	-4	17%	10%
Cc1c(NC(=O)OCCSc2nc(N(C)C)nc(N(C)C)n2)sc(=S)n1C	nt	22%	1%	1%	-7%	12%	2	-35%[59 µM]	-6%
Cc1cccc(COc2coc(CN3CCN(C(=O)c4ccco4)CC3)cc2=O)c1	-3%	-4%	-3%	-2%	0%	36%[activator]	2	1%[0.501 µM]	-14%
COc1ccc(/C=C2/SC(=S)N(CC(=O)O)C2=O)cc1OCc1ccc(Cl)cc1	14%	-7%	?	?	11%	-19%	-10	nt	?
COc1ccccc1-c1nc(-c2ccc(C(=O)O)cc2)no1	nt	10%	nt	-16%	1%	24%	-12	nt	2%
COc1cc(/C=N/N2CCN(c3ccccc3OC)CC2)ccc1OC(C)=O	-4%	29%	?	-29%	-9%	0%	-3	18%[0.501 µM]	15%
Cc1ccc(NS(=O)(=O)c2cc(C(=O)N3CCOCC3)ccc2C)cc1C	3%	49%[activator]	-1%	-12%	11%	16%	2	-16%[12.7 µM]	-1%
COc1ccc2c(c1)[n+](=O)c(C(C)=O)c(C)n2[O-]	1%	0%	-7%	-17%[11.4 µM]	-10%	?	-6	28µM*	-9%[11.4 µM]
CS(=O)(=O)Nc1ccccc1C(=O)NCCSc1ccccc1	-14%	-52%	6%	-5%	81%[activator]	68%[activator]	1	nt	-20%
O=C(NCC1CCCO1)c1cc2ccccc2nc1Cl (stereo unspecified)	14%	-1%	1%	-7%	0%	30%	0	-22%	-2%
COC(=O)c1ccccc1NC(=O)c1ccc2c(c1)OCCCO2	8%	0%	10%	43%[activator]	-1%	127%[activator]	-5	9%[12.7 µM]	-26%
Cc1coc2cc3oc(=O)c(CCC(=O)NCCCN4CCCC4=O)c(C)c3cc12	-14%	-3%	-7%	-15%	1%	24%	5	nt	16%
Nc1nc(-c2cccs2)c(CC(=O)O)s1	1%	-18%	0%	-34%	9%	23%	2	40µM*	0%
CC(C)C(=O)Nc1ncc(C(F)(F)F)cc1Cl	-11%	0%	10%	-3%	-1%	14%	-7	25%[2.33 µM]	-20%
O=C(Nc1ccc2oc(-c3ccncc3)nc2c1)c1ccc([N+](=O)[O-])o1	0%	-4%	-9%	-22%	-19%	61%[activator]	-2	16%	-22%
C[C@H](CO)N1C[C@H](C)[C@@H](CN(C)S(=O)(=O)c2cccs2)Oc2c(NS(=O)(=O)c3ccc(F)cc3)cccc2C1=O	-9%	-13%	nt	-23%	2%	8%	6	nt	15%
O=C(COC(=O)C1CC2CCCC(C1)C2=O)NC1CCCCC1 (stereo unspecified)	-10%	-8%	7%	-11%	3%	29%	-2	8%[12.7 µM]	-20%

Reformatted field by field: part of the list above.
Compound: COc1ccccc1-c1nc(-c2ccc(C(=O)O)cc2)no1
  ERG-DNA inh = nt
  12-LOX inh = 10%
  BAZ2B block = nt
  JMJD2A Tudor inh = -16%
  GLS inh = 1%
  HP1b binding inh = 24%
  PI4K2A block = -12
  G9a inh = nt
  RGS4 inh = 2%
Compound: COc1cc(/C=N/N2CCN(c3ccccc3OC)CC2)ccc1OC(C)=O
  ERG-DNA inh = -4%
  12-LOX inh = 29%
  BAZ2B block = ?
  JMJD2A Tudor inh = -29%
  GLS inh = -9%
  HP1b binding inh = 0%
  PI4K2A block = -3
  G9a inh = 18%[0.501 µM]
  RGS4 inh = 15%
Compound: Cc1ccc(NS(=O)(=O)c2cc(C(=O)N3CCOCC3)ccc2C)cc1C
  ERG-DNA inh = 3%
  12-LOX inh = 49%[activator]
  BAZ2B block = -1%
  JMJD2A Tudor inh = -12%
  GLS inh = 11%
  HP1b binding inh = 16%
  PI4K2A block = 2
  G9a inh = -16%[12.7 µM]
  RGS4 inh = -1%
Compound: COc1ccc2c(c1)[n+](=O)c(C(C)=O)c(C)n2[O-]
  ERG-DNA inh = 1%
  12-LOX inh = 0%
  BAZ2B block = -7%
  JMJD2A Tudor inh = -17%[11.4 µM]
  GLS inh = -10%
  HP1b binding inh = ?
  PI4K2A block = -6
  G9a inh = 28µM*
  RGS4 inh = -9%[11.4 µM]

Further structures.
SMILES	ERG-DNA inh	12-LOX inh	BAZ2B block	JMJD2A Tudor inh	GLS inh	HP1b binding inh	PI4K2A block	G9a inh	RGS4 inh
COc1cccc(C2(O)CCN(C(=O)C3CCC3)CC2)c1	-12%	1%	-1%	-14%	-3%	31%[activator]	-9	-1%	-16%
CCOC(=O)C1=C(C)NC2=C(C(=O)CC(C)(C)C2)C1c1ccsc1 (stereo unspecified)	nt	4%	-6%	7%	8%	33%	0	2%[12.7 µM]	-14%
CCOC(=O)N1CCN(C2CCCN(C(=O)c3cccc(Cl)c3)C2)CC1 (stereo unspecified)	4%	-11%	-8%	-12%	0%	13%	-1	7%	11%
CCN(CC)S(=O)(=O)c1ccc(N/N=C/c2ccc(OC)c(OC)c2OC)nc1	-7%	14%	-4%	?	-4%	?	-2	29%	?
Cc1ncc(C[n+]2csc(CCOC(=O)C34CC5CC(CC(C5)C3)C4)c2C)c(N)n1	-7%	-1%	-34%	-5%[11.4 µM]	-4%	39%	1	-3%	-14%
O=C(c1ccccc1)c1ccc2nc(-c3ccc(NC(=O)c4ccccc4Br)cc3)[nH]c2c1	-3%	3%	30%	-16%	-1%	5%	9	7%[59 µM]	-13%
O=C(NCCC1CCCCN1S(=O)(=O)c1ccc(Cl)cc1)C(=O)NCc1ccncc1 (stereo unspecified)	13%	-4%	4%	-19%	0%	-1%	0	-5%[0.501 µM]	-18%
Cc1noc(C)c1CSCC(=O)OCc1nc2ccccc2c(=O)n1CC#N	-3%	-14%	-5%	-10%	-9%	36%	-1	-49%	-15%
Brc1ccccc1-c1nnc(SCc2nc3ccccc3s2)o1	32%[activator]	3%	31%	34%	-1%	55%[activator]	-7	31%[59 µM]	4%
CSC1=NSC2=NC(=O)/C(=C\c3ccc(OC(=O)c4ccco4)cc3)C(=N)N12	18%	?	?	-10%	-9%	14%	1	?	-45%
COc1ccccc1CN1CC(C(=O)N(C)Cc2nc(C)cs2)CCC1=O (stereo unspecified)	3%	5%	-3%	3%	-16%	52%[activator]	3	24%	4%
Cc1ccccc1NC(=O)CSc1nc2c(oc3ccccc32)c(=O)n1-c1ccccc1F	14%	-13%	-6%	-8%	-5%	26%	-5	-10%[59 µM]	-3%
COc1ccc(S(=O)(=O)Nc2ccc(NC(C)=O)cc2)cc1[N+](=O)[O-]	16%	1%	-28%	-14%	-1%	8%	-2	-3%	6%
CCCCN(C(=O)c1oc2ccc(OCC)cc2c1C)c1c(N)n(CC(C)C)c(=O)[nH]c1=O	6%	?	3%	-17%	1%	17%	-1	6%[2.33 µM]	-39%
CCN(CC)S(=O)(=O)c1ccc(NC(=O)CSc2nnc(-c3cccc(OC)c3)n2C)cc1	0%	11%	10%	-18%	0%	7%	-6	-37%	1%

The list is partial; the hit share may differ from the screen's.
